KLK5 inh = kallikrein 5 (human) inhibition; Q9Y337; inhibition, % at 5 µM; 0.59% of 210,000 active; recombinant hK5, fluorogenic AMC substrate cleavage;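 active = inhibition of 40% or more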;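 note: 0% = enzyme controls without compound and 100% = no-enzyme blanks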
KCC2 mod = modulates chloride dependent transport by human KCC2. Q9H2X9. KCC2 cells, thallium flux FluoZin-2 fluorescence. B-score of Tl+ flux slope (higher = more flux/activation; lower = inhibition) at 10 µM. 2.2% of 190,000 active. AID 1456;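 active = thallium flux slope and its plate-corrected score both differing from the plate sample mean at a set confidence after two filtering rounds, in either direction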;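 note: slope of fluorescence scaled to starting intensity during 10 to 20 s after thallium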
Furin inhibitor = human furin inhibition. 0.061% of 220,000 active. AID 463115. purified furin, fluorogenic substrate cleavage. inhibition, % at 30 µM. P09958; in the data active = inhibition above about 25%; note: inactives centre near -15
PERK inh = human PERK inhibition, primary cell-based screen | CHO PERK-DD fusion, SEAP luminescence translation reporter | inhibition, % at 5.6 µM | 0.17% of 220,000 active | AID 1416;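 active = inhibition above the mean inhibition of all tested compounds plus 3 SD, set separately per screening campaign, cut at about 2.9% in these data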;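 note: PERK kinase domain activated by AP20187 dimerizer at 100 nM; 0% = DMSO with dimerizer and 100% = rapamycin at 8.4 µM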
FXIIa inh = blocks human coagulation factor XIIa protease activity | purified FXIIa, Boc-QGR-AMC fluorogenic substrate, 2 h | inhibition, % at 5 µM | 0.3% of 220,000 active; in the data active = inhibition above about 40%;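 note: 0% = enzyme with no compound and 100% = blank without enzyme; many of its hits are not listed in these tables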
Rad51 HR inh = Rad51 (human) homologous recombination inhibition; Q06609; hRad51 DNA strand exchange, fluorescence dequenching; 0.085% of 200,000 active; inhibition, % at 10 µM; AID 1385;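 active = inhibition above 40% at the single screening dose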;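 note: 0% = DMSO control wells and 100% = blanks with heterologous ssDNA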
Target sequence (Q06609 whole entry, looked up): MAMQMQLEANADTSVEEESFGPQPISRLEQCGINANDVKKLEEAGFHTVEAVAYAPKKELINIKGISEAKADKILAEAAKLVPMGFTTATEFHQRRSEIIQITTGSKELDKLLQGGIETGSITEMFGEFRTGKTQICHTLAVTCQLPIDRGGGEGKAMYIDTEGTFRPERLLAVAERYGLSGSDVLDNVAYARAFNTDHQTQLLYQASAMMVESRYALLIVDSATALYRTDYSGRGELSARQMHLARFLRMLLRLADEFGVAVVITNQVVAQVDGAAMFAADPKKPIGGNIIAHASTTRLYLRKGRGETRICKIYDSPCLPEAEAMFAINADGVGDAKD
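Test system: preformed human Rad51 ssDNA filaments; also added: Donor/quencher-labelled 47-bp dsDNA substrate; doses: 10 µM final, single point; times: 37 °C 15-min filament assembly, 30-min compound preincubation, 15-min exchange; detection: FRET fluorescence dequenching, excitation 485 nm, emission 520 nm; read-out basis: Fluorescence-based percent inhibition, control- and blank-normalised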
FXIa inh = factor XIa (human) inhibition; P03951; purified FXIa, Boc-Glu-Ala-Arg-AMC fluorogenic substrate; inhibition, % at 5 µM; 0.14% of 220,000 active; AID 798;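 active = inhibition of at least 40%; inactive = inhibition below 40%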;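 note: fluorescence of freed AMC excited at 355 nm; 0% = enzyme without compound and 100% = no enzyme blank; many of its hits are not listed in these tables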
Target sequence (P03951 19-387 limits assumed): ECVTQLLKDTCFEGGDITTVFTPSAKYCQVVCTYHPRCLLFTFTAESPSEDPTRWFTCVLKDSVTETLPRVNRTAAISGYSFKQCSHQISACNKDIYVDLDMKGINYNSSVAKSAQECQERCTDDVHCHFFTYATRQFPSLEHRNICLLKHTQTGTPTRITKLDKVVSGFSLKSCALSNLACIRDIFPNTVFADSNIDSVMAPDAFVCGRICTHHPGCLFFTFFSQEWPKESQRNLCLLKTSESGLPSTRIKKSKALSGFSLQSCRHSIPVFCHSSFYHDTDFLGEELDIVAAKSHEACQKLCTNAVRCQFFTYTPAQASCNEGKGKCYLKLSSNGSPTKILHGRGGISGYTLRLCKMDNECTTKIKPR
Target sequence (P03951 388-625 limits assumed): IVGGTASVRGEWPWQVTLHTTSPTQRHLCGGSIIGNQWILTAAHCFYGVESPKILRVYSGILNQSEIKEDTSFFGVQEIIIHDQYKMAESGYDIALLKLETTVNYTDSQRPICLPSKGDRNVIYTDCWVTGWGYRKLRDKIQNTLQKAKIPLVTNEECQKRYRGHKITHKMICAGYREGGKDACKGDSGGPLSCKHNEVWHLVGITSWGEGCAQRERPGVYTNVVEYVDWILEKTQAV
m-calpain inh = inhibitors of pig calpain II; purified calpain II, fluorogenic peptide substrate, 30 min; inhibition, % at 16 µM; 0.37% of 220,000 active; AID 1236;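 active = inhibition above about 50%, limit read from the data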
Thrombin inh = blocks human thrombin protease activity | alpha-thrombin, Boc-VPR-AMC fluorogenic substrate cleavage | P00734 | inhibition, % at 5 µM | 0.26% of 220,000 active;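 active = inhibition at or above 40%; inactive = inhibition below 40%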;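 note: 0% = enzyme with no compound and 100% = wells without enzyme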
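Material: human alpha-thrombin protein. Incubation: reaction at ambient temperature. Technique: fluorescence of released AMC, ex 355 nm, em 460 nm. Control set: no-compound enzyme wells and no-enzyme blanks. Also added: Boc-VPR-AMC substrate, 15 µM final. Buffer or medium: pH 7.5 Tris (50 mM) with NaCl 150 mM, Tween 20 0.05%.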
Numbers without * were called inactive; i = inactive; · = not tested or not shown; [ ] = dose if it differs, or a comment.

SMILES	KLK5 inh	KCC2 mod	Furin inhibitor	PERK inh	FXIIa inh	Rad51 HR inh	FXIa inh	m-calpain inh	Thrombin inh
COc1ccc(/C=N/OCc2nc3c4c(ncn3n2)Oc2ccc3ccccc3c2C4c2ccccc2)cc1 (centres undefined)	-4	·	-15	-0.2	12	-1	1	-8	-1
CN1C(=S)SC2CS(=O)(=O)CC21 (centres undefined)	-3	0.028	-25	0.6	5	12	-2	-1	-4
O=C1N/C(=C/c2cccn2-c2ccccc2)C(=O)N1Cc1ccccc1F	-6	-0.66	-17	0.3	7	-25	6	-42	-4
C/C(=C\c1ccco1)C1C(C#N)=C(N)Oc2n[nH]c(-c3ccc(C)cc3)c21 (centres undefined)	-1	·	-12[20 µM]	0.4	12	1	-4	-12	4
O=c1[nH]c2sc3c(c2c(=O)n1Cc1ccccc1)CCC3	6	-0.94	-26	2.0	7	-3	-2	19	2
O=C(/C=C/c1cccc([N+](=O)[O-])c1)NCCc1ccc(F)cc1	-8	-4.2	-10	0.1	13	13	6	-8	2
Cc1nn(-c2ccccc2)c2c1C(c1ccc(Br)s1)C(C#N)=C(N)O2 (centres undefined)	1	-0.08	-7	-0.3	7	-14	1	50	·
C=CCOC(=O)C1CC=CCC1C(=O)Oc1ccc(F)cc1F (centres undefined)	-5	-0.19	-3	-0.1	14	8	-1	-5	-4
CC1=C(C(=O)Nc2ccccc2)C2(CCCCC2)C(C#N)=C(SCC(N)=O)N1	2	1.1	-2[20 µM]	0.1	-5	-3	1	-28	-24
COCCNC(=O)CSCc1cc(C)cc(C)c1	·	1.2	-13	1.5	14	·	3	20	1
c1ccc(-n2nnnc2-c2cnc(-c3cccnc3)nc2-c2cccs2)cc1	-5	0.3	-16[20 µM]	-0.3	14	2	2	6	2
CC1CCCCC1NC(=O)CN1CCC(O)(c2ccc3c(c2)OCO3)CC1 (centres undefined)	-4	-0.34	-25	0.5	2	·	-2	-5	-3
FC(F)(F)c1ccc(Cl)c(-n2c(-c3cc(C4CC4)[nH]n3)n[nH]c2=S)c1	1	4.1*	-7	1.1	7	13	5	-6	-1
Cc1nnc(-c2cccc(Br)c2)c2cn(-c3ccc(Br)cc3)nc12	2	-0.28	-17[20 µM]	0.3	13	6	10	-9	5
Cn1c(SCc2ccc([N+](=O)[O-])cc2)nc2c(c1=O)SCC2	1	-1.5	-18	0.2	4	0	2	-1	-7
Cc1c(NC(=O)c2c(N)n(-c3ccccc3)c3nc4ccccc4nc23)c(=O)n(-c2ccccc2)n1C	2	-0.87	-16	-0.2	11	2	10	-99	-2
Cc1nn(C(C)C(=O)O)c2ccccc12 (centres undefined)	1	-4	-31	1.8	19	-2	7	-23	-2
O=C(CC12CC3CC(CC(C3)C1)C2)NC(=S)NCc1ccccc1	-4	0.21	-16	0.4	11	-1	-5	13	-12
O=C(NCc1cccs1)C1CCCN1C(=O)Nc1cccc(Cl)c1 (centres undefined)	-16	-0.34	-24	0.0	1	-12	-5	14	-1
Cn1cc(C(=O)N/N=C/c2cccc([N+](=O)[O-])c2)c2ccccc21	-1	0.15	-13	-0.8	1	-4	-1	-5	-4
CC1(C)NC(=O)N(CCOc2cccc(Oc3ccccc3)c2)C1=O	6	-0.055	-13	-0.1	13	-4	5	-20	1
O=C(Nc1ccc2c(c1)OCCO2)C1CCN(S(=O)(=O)c2ccccc2)CC1	2	-1.6	-5	0.6	1	-16	-4	39	-5
Cc1ccc(C)c(NC(=O)C2CC(=O)N(C(C)C)C2)c1 (centres undefined)	-3	-0.31	-19	-0.5	23	-5	-1	1	3
CCC1(CC)NC(=O)N(Cc2nc3ccccc3s2)C1=O	1	0.2	-24	0.2	8	4	3	5	-2
COc1ccc(C2c3c(oc4ccccc4c3=O)C(=O)N2Cc2ccncc2)cc1OC (centres undefined)	·	0.39	-20[20 µM]	-1.1	·	3	·	·	·

Shown as a hit in KCC2 mod, among the entries above:
structure | KLK5 inh | KCC2 mod | Furin inhibitor | PERK inh | FXIIa inh | FXIa inh | m-calpain inh | Thrombin inh
FC(F)(F)c1ccc(Cl)c(-n2c(-c3cc(C4CC4)[nH]n3)n[nH]c2=S)c1 | 1 | 4.1* | -7 | 1.1 | 7 | 5 | -6 | -1

Returning to the listing; the 2 compounds before the break are reprinted first.
SMILES	KLK5 inh	KCC2 mod	Furin inhibitor	PERK inh	FXIIa inh	Rad51 HR inh	FXIa inh	m-calpain inh	Thrombin inh
CCC1(CC)NC(=O)N(Cc2nc3ccccc3s2)C1=O	1	0.2	-24	0.2	8	4	3	5	-2
COc1ccc(C2c3c(oc4ccccc4c3=O)C(=O)N2Cc2ccncc2)cc1OC (centres undefined)	·	0.39	-20[20 µM]	-1.1	·	3	·	·	·
O=C1CC(c2ccccc2Br)c2cc3c(cc2N1)CCC3 (centres undefined)	1	0.059	-17	0.8	3	·	-1	-4	-4
Cn1c(CNS(=O)(=O)c2ccc(Br)cc2)n[nH]c1=S	-5	0.59	-6	1.1	13	5	0	-24	0
O=c1oc(-c2cccs2)nc2ccccc12	28	-1	-6[20 µM]	0.5	17	6	3	-9	18
CCn1c(P(C)(=O)O)nc2cc(NC(=O)c3ccccc3Cl)ccc21	-5	0.51	-12	-0.3	·	2	-3	19	-9
Cc1c(NC(=O)CSc2nnc(C(C)Oc3ccc(Cl)cc3)n2-c2ccccc2)c(=O)n(-c2ccccc2)n1C (centres undefined)	-2	-0.69	-6[20 µM]	-1.0	5	1	0	-2	5
COc1ccc(N=Cc2c(C)[nH][nH]c2=O)cc1	5	0.15	-15	0.3	17	4	2	-18	2
CCn1c(CCNC(=O)c2cccs2)nnc1SCC(=O)Nc1cccc(Cl)c1	-3	-1.8	-20[20 µM]	0.2	5	0	-1	3	0
CCN1c2ccccc2-c2nc3ccccc3n2C1c1ccncc1 (centres undefined)	-2	-0.073	-25	-0.4	4	0	-1	-59	0
O=C(Nc1cccc2c1N(C(=O)c1ccco1)CCC2)c1ccco1	-5	·	-26	1.2	10	15	-3	-19	-6
O=Cc1cc2cc3c(cc2nc1Cl)OCCO3	3	0.13	-14	0.6	8	·	-3	-10	-9
Cn1c(CSCc2ccc(F)cc2)nnc1SCC(=O)N1CCN(c2ccccc2)CC1	-11	-1.7	-13[20 µM]	-0.5	9	-5	0	-5	3
CCn1cc(C(=O)N2CCN(c3ccc(C(C)=O)cc3)CC2)c2cc(OC)c(OC)cc2c1=O	-2	-0.62	-12	0.3	3	0	-3	-10	-7
CC(C)(C)OC(=O)N1CC=C2C(C#N)=C(N)C(C#N)(C#N)[C@H](c3cccnc3)[C@H]2C1	-1	-1.3	-19	0.7	10	-9	0	-54	0
Cc1ccccc1C(=O)NNC(=O)Cc1ccccc1	-15	-0.41	5[20 µM]	1.1	23	4	9	-49	-10
O=C(COc1ccccc1)NC(=S)Nc1ccc2c(c1)Cc1ccccc1-2	-13	0.49	-7	0.4	13	-6	10	24	-2
COc1ccc(C(C)=O)cc1COC(=O)c1cnc(C)cn1	-2	0.67	-17	0.4	8	-1	-5	4	1
CCNC(=O)Nn1c(-c2ccccc2)nc2ccccc2c1=O	-8	·	-8[20 µM]	1.6	39	-3	25	11	3
CNc1oc(/C=C/c2ccccc2)nc1C#N	-63	-0.17	-234	0.9	-59	6	-24	i	-29
COc1ccc(/C(C)=N/NC(=O)c2nc(C)cc(C)n2)cc1	-3	·	-23[20 µM]	-0.4	11	6	0	-13	-7
O=C(CC1SC(=O)NC1=O)Oc1ccc(/C=N/NC(=O)c2ccccc2O)cc1 (centres undefined)	-1	-0.74	-17	0.8	5	9	-4	-6	-2
Cc1oc2cc(O)ccc2c(=O)c1Oc1ccc2ccccc2c1	-49	-0.73	-14	1.9	-13	10	-12	i	-5
COc1ccc(S(=O)(=O)Nc2ccccn2)c(C)c1C	-4	·	-22[20 µM]	1.5	11	6	0	-19	0
O=C(CN1CCC(NC(=O)c2ccc(F)cc2)CC1)NCc1ccccc1F	-8	-0.15	-15[20 µM]	0.3	15	-2	-2	-19	-14
Cc1ccn2c(Nc3ccccc3C)c(-c3ccncc3)nc2c1	-14	0.1	-20	0.0	14	14	23	-21	0
O=C(c1ccco1)N1CCN(CCCCOc2ccc(F)cc2)CC1	-23	-0.66	-14	0.1	8	·	6	10	-1
The list continues.
SMILES	KLK5 inh	KCC2 mod	Furin inhibitor	PERK inh	FXIIa inh	Rad51 HR inh	FXIa inh	m-calpain inh	Thrombin inh
O=C(NC(=S)Nc1ccccc1N1CCOCC1)c1ccc(-c2ccccc2F)o1	4	15*	-18	0.6	10	5	3	-15	0
O=C(CN1C(=O)c2ccccc2C1=O)Nc1ccccc1C(=O)N1CCCC1	-33	0.92	-18[20 µM]	0.2	5	-1	-17	8	-1
Cc1ccc(N2CCN(C(=S)c3ccc(N(C)C)cc3)CC2)cc1	1	0.69	-17[20 µM]	0.4	13	-10	2	28	3
COc1cc(CNCC2CCCO2)ccc1OCC(N)=O (centres undefined)	-8	0.48	-22	1.3	3	16	-4	-23	-6
CNC(=S)NCCC(c1ccccc1)c1ccccc1	-13	-0.021	-9	0.2	5	11	8	26	-1
CC(Nc1nc(N2CCN(CCO)CC2)nc2ccccc12)c1ccccc1 (centres undefined)	·	-2.1	-18	-0.2	11	-8	-1	-36	-3
Cc1c(Cl)c([N+](=O)[O-])nn1CC(=O)N1CCc2ccccc2C1	-7	-0.38	-16[20 µM]	-0.8	2	·	0	-18	4
COC(=O)COc1ccc(-c2ccc(F)cc2)cc1C=O	-26	-0.59	-14	0.3	-1	14	-9	19	-5
COCCNC(=O)CN(C(=O)c1ccc(N2CCCC2)nc1)c1ccccc1	12	-2.7	-2	-0.4	8	0	11	43	-1
CSCC[C@H](NC(=O)NCCC1=CCCCC1)C(=O)O	-10	1.5	-23	-0.5	7	7	6	-34	2
CC(C)C[C@H](NC(=O)NCCC1=CCCCC1)C(=O)O	-2	-1.1	-17	-0.1	8	-2	0	-3	1
O=C(COC(=O)c1cc[n+]([O-])cc1)Nc1ccc([N+](=O)[O-])cc1	1	0.44	-17	-0.1	7	-2	2	-10	-3
COc1ccccc1CCc1nnc(CCC(=O)NCCOc2cccnc2)o1	-1	0.065	-30	0.6	7	13	-2	-28	-2
COc1ccc(OCC(=O)Nc2ccncc2)cc1	-3	-0.038	-24	0.7	5	1	-1	-10	-5
CCn1c(=O)c2c(cnn2C)c2ccccc21	30	-0.41	-9	-0.2	12	-7	0	0	22
O=C(CC(Nc1ccc(F)cc1)C(=O)O)c1ccccc1 (centres undefined)	52*	-0.74	-10[20 µM]	-0.8	2	-2	1	10	4
COC(=O)c1cc(Br)c(=O)n(-c2ccccn2)c1	-2	·	-15	0.5	11	3	7	-4	-5
COc1cc(-c2nc3ccc(C)cn3c2Nc2ccc3c(c2)OCCO3)ccc1O	-26	-0.059	-20	-1.0	-28	·	-12	-82	-5
NC(=O)Cn1nc([N+](=O)[O-])nc1Oc1ccc(Br)cc1	6	0.022	-9	-1.2	5	-11	0	43	-10
COC(=O)CSc1n[nH]c(=S)s1	-7	0.52	-25	0.0	4	·	5	9	0
Cc1ccc2c(=O)c(C(=O)NCc3cccs3)c[nH]c2c1	-13	0.0046	-18[20 µM]	-0.9	-1	8	-4	-4	-2

Screening data deposited in PubChem by several laboratories.

Only part of the results is shown; the hit share may differ from the screen's.
